PAD4 FP inh – human PAD4 inhibitors, primary screen, biochemical, fluorescence polarization, 1536-well format | 330,000 tested, 0.41% active | recombinant PAD4, RCA probe fluorescence polarization | AID 485272, 2010 | inhibition, % at 6.36 µM | Protein-arginine deiminase type-4 (Homo sapiens), Q9UM07;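 active = percent inhibition above a cutoff equal to the mean of all tested compounds plus 3 SD, cut at about 15% in these data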;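 note: 0% = PAD4 with RCA probe and DMSO and 100% = probe without PAD4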
Target sequence (Q9UM07 whole entry, looked up): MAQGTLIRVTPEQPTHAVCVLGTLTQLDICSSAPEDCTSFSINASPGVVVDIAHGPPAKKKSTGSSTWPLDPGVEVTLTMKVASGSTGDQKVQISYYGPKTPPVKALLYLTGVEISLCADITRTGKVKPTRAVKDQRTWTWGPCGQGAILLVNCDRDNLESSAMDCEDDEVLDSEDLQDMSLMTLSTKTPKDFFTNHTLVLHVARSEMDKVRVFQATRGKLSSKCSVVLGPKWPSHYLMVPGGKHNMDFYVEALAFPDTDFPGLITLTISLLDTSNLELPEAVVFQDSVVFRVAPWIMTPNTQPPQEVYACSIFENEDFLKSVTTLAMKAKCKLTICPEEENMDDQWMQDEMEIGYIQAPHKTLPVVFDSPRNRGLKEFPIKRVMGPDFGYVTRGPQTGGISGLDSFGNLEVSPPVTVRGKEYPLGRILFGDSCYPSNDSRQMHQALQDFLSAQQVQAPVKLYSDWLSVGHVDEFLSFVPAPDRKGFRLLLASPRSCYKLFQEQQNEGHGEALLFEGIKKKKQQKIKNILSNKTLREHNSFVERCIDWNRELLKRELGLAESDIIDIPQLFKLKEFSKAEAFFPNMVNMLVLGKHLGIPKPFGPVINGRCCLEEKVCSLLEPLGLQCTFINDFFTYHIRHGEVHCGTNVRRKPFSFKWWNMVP
pPAFAH inh – pPAFAH enzyme inhibitors, primary screen, biochemical, fluorescence polarization, human; Platelet-activating factor acetylhydrolase (Homo sapiens), Q13093; recombinant pPAFAH, FP-rhodamine probe fluorescence polarization; inhibition, % at 3.39 µM; 330,000 tested, 1.5% active; AID 463082, 2010;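 active = inhibition above the mean inhibition across the screen plus 3 SD, cut at about 25% in these data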;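 note: inhibitors block binding of the rhodamine activity-based probe so polarization drops; 0% = enzyme with DMSO and 100% = wells lacking pPAFAH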
PAFAH1B3 FP inh – PAFAH1B3 enzyme inhibitors, primary screen, biochemical, fluorescence polarization, human | recombinant PAFAH1B3, FP-rhodamine probe | AID 492972, 2010 | inhibition, % at 3.39 µM | Platelet-activating factor acetylhydrolase IB subunit alpha1 (Homo sapiens), Q15102 | 340,000 tested, 0.28% active;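 active = inhibition above the screen-wide average of all tested compounds plus 3 SD, cut at about 25% in these data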;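 note: 0% = enzyme with DMSO only and 100% = wells lacking PAFAH1B3 protein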
PME-1 inh – PME-1 inhibitors via competitive probe labeling, primary screen, biochemical, fluorescence polarization, FP-Rh probe, HTS; recombinant PME-1; inhibition, % at 5.9 µM; 320,000 tested, 0.53% active;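 active = inhibition above the campaign mean of all compounds plus 3 SD, cut at about 26% in these data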;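 note: competitive labeling of PME-1 active site by serine hydrolase directed probe; 0% = PME-1 with DMSO and 100% = wells lacking PME-1 enzyme; inhibitors block probe labeling so polarization falls and inhibition rises; many of its hits are not listed in these tables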
LYPLA2 counter – LYPLA2 inhibitors, primary screen, counter-screen for PME1 inhibitor project, biochemical, fluorescence polarization, FP-Rh probe ABPP; Acyl-protein thioesterase 2 (Homo sapiens), O95372; recombinant LYPLA2; inhibition, % at 5.9 µM; 320,000 tested, 0.38% active;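 active = inhibition above the screen-wide mean plus 3 SD, limit set per campaign, cut at about 26% in these data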;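 note: 0% = LYPLA2 with DMSO and 100% = wells lacking LYPLA2 enzyme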
Target sequence (O95372 whole entry, looked up): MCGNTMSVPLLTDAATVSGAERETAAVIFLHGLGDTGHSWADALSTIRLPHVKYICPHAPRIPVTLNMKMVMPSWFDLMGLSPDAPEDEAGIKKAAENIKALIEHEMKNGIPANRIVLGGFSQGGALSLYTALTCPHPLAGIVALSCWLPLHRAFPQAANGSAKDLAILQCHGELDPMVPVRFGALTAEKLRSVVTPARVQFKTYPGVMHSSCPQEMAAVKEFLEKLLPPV
LYPLA1 counter – LYPLA1 inhibitors, primary screen, counter-screen for PME1 inhibitor project, biochemical, fluorescence polarization, FP-Rh probe ABPP; Acyl-protein thioesterase 1 (Homo sapiens), O75608; recombinant LYPLA1; inhibition, % at 5.9 µM; 320,000 tested, 0.16% active; AID 2174, 2009;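 active = inhibition above the mean of all tested compounds plus 3 SD, set per campaign, cut at about 14% in these data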;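 note: inhibitors block serine hydrolase probe labeling of LYPLA1 so polarization falls; 0% = enzyme with DMSO and 100% = wells lacking LYPLA1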
PAFAH1B2 FP inh – PAFAH1B2 enzyme inhibitors, primary screen, biochemical, fluorescence polarization, human. Platelet-activating factor acetylhydrolase IB subunit alpha2 (Homo sapiens), P68402. recombinant PAFAH1B2, FP-rhodamine activity probe. inhibition, % at 3.39 µM. 340,000 tested, 1.2% active;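 active = inhibition above the mean of all tested compounds plus 3 SD, cut at about 24% in these data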;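 note: 0% = enzyme with DMSO and 100% = wells lacking PAFAH1B2; many of its hits are not listed in these tables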
PAFAH2 inh – PAFAH2 enzyme inhibitors, primary screen, biochemical, fluorescence polarization, human; Platelet-activating factor acetylhydrolase 2, cytoplasmic (Homo sapiens), Q99487; recombinant PAFAH2, FP-rhodamine activity probe; inhibition, % at 3.39 µM; 340,000 tested, 0.99% active; AID 492956, 2010;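 active = inhibition above the mean over all tested compounds plus 3 SD, cut at about 30% in these data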;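 note: inhibitors block probe labeling of enzyme so polarization drops; 0% = enzyme with DMSO and 100% = wells lacking PAFAH2 protein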
GSTO1 counter – inhibitors of recombinant GSTO1, primary screen, counter-screen for RBBP9 inhibitor project, biochemical, fluorescence polarization. AID 1974, 2009. Glutathione S-transferase omega-1 (Homo sapiens), P78417. inhibition, % at 5.96 µM. 300,000 tested, 1.1% active. activity-based probe fluorescence polarization;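 active = inhibition above the campaign mean inhibition plus 3 SD, cut at about 35% in these data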;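 note: 0% = GSTO1-1 with DMSO and 100% = wells lacking GSTO1-1 enzyme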
Starred values were filed as active, the others as inactive; . = no result given. An excerpt; rates above refer to the full screens.

Order of results – PAD4 FP inh | pPAFAH inh | PAFAH1B3 FP inh | PME-1 inh | LYPLA2 counter | LYPLA1 counter | PAFAH1B2 FP inh | PAFAH2 inh | GSTO1 counter
> CCOC(=O)C1CCCN(C(=O)CCc2nc3sc4c(c3c(=O)[nH]2)CCCC4)C1 (stereo not given)
→ 2 | 0 | 4 | -1 | 0 | -1 | 2 | 3 | .
> Cc1ccc(-c2nnc(SCC(=O)N/N=C/c3c(C)nn(-c4ccccc4)c3C)n2-c2ccc(C)cc2)cc1
→ -4 | 0 | -6 | -32 | 4 | -3 | -7 | -13 | 2
> N#Cc1ccc(OCC(=O)NC2=NCCS2)cc1
→ 0 | -3 | -1 | 4 | 0 | 2 | 2 | -14 | -3
> CCCCNC(=O)COC(=O)CCC(=O)c1ccc(Cl)cc1
→ -1 | 12 | -1 | 9 | 6 | 5 | 4 | 0 | 9
> CSc1cccc(NC(=O)CCCOc2ccc(Cl)cc2C)c1
→ 5 | -3 | -1 | -11 | -26 | -15 | 1 | -25 | -1
> Cc1onc(-c2c(Cl)cccc2Cl)c1C(=O)Nc1ccc2c(c1)OCCO2
→ 0 | 8 | 0 | 2 | 3 | -2 | 6 | 4 | -14
> Cc1cccc(C(=O)OCC(=O)Nc2nnc(-c3ccccc3)o2)c1O
→ -3 | 0 | 2 | 0 | 3 | -1 | 6 | 14 | 6
> CCOC(=O)CC1(NC(=O)c2cc(COc3cncc(Cl)c3)on2)CCCCC1
→ -6 | -7 | 1 | 3 | 0 | -2 | -4 | 2 | 1
> Cc1ccc(C)n1-c1ccc(N2CCOCC2)c(Br)c1
→ 0 | 3 | 7 | -1 | -1 | 0 | 6 | -2 | 0
> CCOP(=O)(c1ccccc1)c1nc(-c2ccc(F)cc2)oc1N1CCCCC1 (stereo not given)
→ 0 | 12 | 0 | 0 | 1 | 0 | 3 | 8 | 3
> N#Cc1cn(CC(=O)N2CCCc3ccccc32)c2ccccc12
→ 0 | -2 | 4 | -3 | 5 | -3 | 6 | 2 | -10
> CC1(C)CC(=O)C2=C(C1)N(CC1CCCO1)C(=O)NC2(C(F)(F)F)C(F)(F)F (stereo not given)
→ -2 | 3 | 13 | -2 | 2 | -4 | 2 | 1 | -7
> COc1ccc(OCC(O)CN2CCc3ccccc3C2)cc1 (stereo not given)
→ -1 | 6 | 16 | 7 | -1 | 0 | 5 | 0 | 6
> CCOc1ccc(-c2nnn(CC(=O)N3CCCC(C)C3)n2)cc1 (stereo not given)
→ -2 | 6 | 1 | -6 | 3 | -1 | 0 | 4 | 1
> COc1ccc(NS(=O)(=O)c2ccc(C)c(C(=O)N(C)CCc3ccc(OC)c(OC)c3)c2)cc1
→ 3 | 19 | -2 | 4 | 8 | 4 | 3 | 3 | 2
> CCc1ccc(NC(=O)Cn2c(=O)n(CCC(=O)NC3CCN(Cc4ccccc4)CC3)c(=O)c3ccccc32)cc1
→ 3 | 2 | -2 | 4 | 3 | 0 | 1 | -2 | 1
> COC(=O)CCc1ccc(OCC(O)CNC(C)C)cc1 (stereo not given)
→ 1 | 1 | 5 | -2 | 3 | -3 | 0 | 1 | 4
> Cc1c(C(=O)O/N=C(\N)c2ccccn2)cccc1[N+](=O)[O-]
→ 1 | -2 | 8 | 5 | -3 | -2 | 3 | 5 | -4
> Cc1nn(Cc2ccc(Cl)cc2Cl)c(C)c1NC(=O)Cn1nc([N+](=O)[O-])c(Cl)c1C
→ -6 | 5 | 11 | -1 | 2 | 3 | 2 | 8 | -1
> Cc1cccc(-c2nc(NCCCN3CCOCC3)c3ccccc3n2)c1
→ -6 | -2 | -3 | 1 | -2 | -8 | -4 | 1 | -8
> CCOC(=O)c1cc2c(=O)n3ccccc3nc2n(CCCOC)c1=NC(=O)C(C)(C)C
→ -3 | 4 | 7 | 1 | -4 | -1 | 4 | -17 | 0
> Cc1cccc(NC(=S)NC(=O)c2ccco2)n1
→ -1 | -1 | 4 | -5 | -3 | -3 | -4 | 10 | 2
> O=C1c2cccc3cccc(c23)C(=O)C1(O)O
→ 3 | 5 | 6 | 2 | -7 | -3 | 5 | -3 | 63*
> NS(=O)(=O)c1ccc(NC(=S)NNC(=O)CCC(=O)Nc2ccccc2Cl)cc1
→ 0 | 4 | 0 | -1 | -1 | 2 | 3 | 6 | -1
> CN(c1ccc(OCC(=O)OCC(=O)Nc2cccc([N+](=O)[O-])c2)cc1)S(=O)(=O)c1ccc(F)cc1
→ -3 | 7 | 3 | 7 | -3 | 1 | 0 | 1 | 5
> COc1ccccc1/C=C/C(C)=O
→ -6 | 1 | 4 | -11 | 4 | 0 | -1 | -6 | 3
> Cc1cc(C(=O)C(=O)N(C)C)c(C)n1-c1ccc([N+](=O)[O-])cc1
→ 3 | -3 | 0 | 2 | 3 | -1 | 2 | -4 | 2
> COC(=O)c1cc(=O)nc2sc3ccccc3n12
→ 6 | 2 | 3 | 0 | -6 | -1 | -3 | 1 | 1
> Nc1nc2ccccc2n1C(=O)CCc1ccccc1
→ -7 | -1 | 9 | 0 | -5 | -3 | 6 | -4 | 0
> CCN(CC)CCNC(=S)Nc1ccc(F)cc1
→ 1 | 4 | 16 | 0 | -1 | -1 | 4 | 2 | 17
> CCN(CC)C(=O)CSc1nnc(-c2ccccn2)n1-c1ccc(C)c(C)c1
→ -2 | 3 | 2 | -3 | 3 | -2 | 5 | 2 | 6
> CCN(CC(=O)NCc1cccs1)C(=O)/C=C/c1ccc(Cl)c(Cl)c1
→ 4 | 10 | 3 | 0 | 4 | -1 | 8 | 5 | 2
> Cc1c(Cl)c([N+](=O)[O-])nn1CCCC(=O)Nc1c(C)n(C)n(-c2ccccc2)c1=O
→ -2 | 1 | 4 | -6 | -5 | -1 | 4 | 4 | -5
> CC(=O)NC(Cc1ccccc1)C(=O)NC1CCN(C(=O)NC2CCCCC2)CC1 (stereo not given)
→ 2 | 0 | 3 | 4 | 0 | -4 | 2 | 10 | 3
> Cc1cc(Oc2ccccc2)nc(-c2ccccc2O)n1
→ -2 | 2 | 11 | 1 | 16 | -2 | 2 | -10 | -3
> CCN(CC)C(=O)CSc1nnc(-c2cccnc2)n1Cc1ccccc1
→ 1 | -1 | 3 | 5 | -3 | 0 | 4 | 8 | 2
> CN1C(=O)NC(c2ccc([N+](=O)[O-])cc2)C2=C1CC(C)(C)CC2=O (stereo not given)
→ -2 | 0 | 6 | 6 | 3 | 1 | 1 | 1 | -4
> CC(Oc1cccc(Cl)c1)C(=O)Nc1ccccc1C(=O)N1CCCCC1 (stereo not given)
→ 0 | 3 | 5 | 9 | 1 | 2 | 3 | 4 | -9
> O=S1(=O)CCOC[C@H](CC2CCCCC2)N1Cc1ccccc1Br
→ -1 | 1 | 0 | -3 | 8 | 1 | 11 | 10 | 8
> CC(OC(=O)CNC(=O)c1ccco1)C(=O)Nc1ccc(Cl)cn1 (stereo not given)
→ 0 | 1 | 11 | -1 | -2 | 2 | -1 | -1 | 2
> c1ccc2nc3c(nc2c1)CCCC3
→ -2 | 3 | 9 | -4 | 0 | -1 | 5 | -3 | -7
> O=C(C1CCN(S(=O)(=O)c2ccc(Br)s2)CC1)N1CCCCC1
→ -1 | 2 | 7 | 8 | 8 | 0 | 6 | 3 | 2
> CCOC(=O)NS(=O)(=O)c1ccc(CCNC(=O)c2cc(C)on2)cc1
→ 4 | 1 | 9 | -2 | -2 | 3 | 1 | -6 | -4
> Cc1ccccc1-c1nc(CN2CCN(C(=O)c3ccco3)CC2)c(C)o1
→ 5 | 2 | -1 | 1 | 6 | 1 | -2 | 4 | 0
> Cc1ccc(Sc2c(C)nn(C(=O)c3cccc(S(=O)(=O)N4CCOCC4)c3)c2C)cc1
→ -2 | 7 | -5 | 0 | 1 | -4 | 10 | -1 | 4
> Oc1ccccc1/C=N/n1cnn(Cc2ccccc2Cl)c1=S
→ -4 | 5 | 4 | 0 | 1 | 2 | 4 | -15 | 4
> COc1cc2c(cc1C1C(C#N)=C(N)OC3=C1C(=O)CC(C)(C)C3)OCO2 (stereo not given)
→ 0 | 5 | 4 | -2 | -3 | -2 | 4 | 9 | 3
> Cc1cnn(-c2cc(N/N=C/c3ccccc3Cl)ncn2)c1
→ -3 | 2 | 4 | -4 | 3 | 1 | -1 | -2 | 0
> O=C(CCC(=O)c1ccc(F)cc1)NCc1ccccc1C(F)(F)F
→ 1 | 3 | 3 | 7 | 6 | 0 | 4 | -2 | 7
> O=C(CN1CCN(Cc2ccccc2)CC1)Nc1ccccc1
→ 2 | -6 | 7 | -3 | -6 | -2 | -4 | 4 | 10
> Cc1cc(C)cc(Oc2ccc(S(=O)(=O)N3CCN(C)CC3)cn2)c1
→ 0 | 4 | 3 | 2 | 7 | 3 | 9 | -1 | -10
> CC(C)(C)c1ccc(CCC2OCC(C[N+]3(C)CCOCC3)O2)cc1 (stereo not given)
→ -6 | 1 | . | -1 | 5 | 3 | . | . | 12
> Cc1ccccc1NC(=O)Cc1nnc(SCC(=O)N2CCN(c3ccccc3)CC2)n1C
→ 2 | 0 | -1 | -5 | 0 | -2 | -2 | 4 | 9
> Cc1ccccc1N=C(NOCc1ccccc1)c1nonc1N
→ 2 | 1 | 8 | 2 | 5 | 3 | 2 | 5 | -4
> CC1(C)CC(NCCN2CCN(C3=CC(=C(C#N)C#N)CC(C)(C)C3)CC2)=CC(=C(C#N)C#N)C1
→ 2 | 1 | 2 | 6 | 21 | 4 | 13 | -4 | -1
> O=C(Nc1nc(-c2ccc(Cl)s2)cs1)c1cccs1
→ -3 | 9 | 2 | -16 | -20 | -19 | -3 | 5 | -12
> O=C1C2C(c3ccccc3)C=CC(c3ccccc3)C2C(=O)N1c1ccncc1 (stereo not given)
→ 4 | -2 | -2 | 2 | 7 | 2 | -1 | -2 | 4
> O=C(Nc1cccc(Cl)c1)Nc1cc(S(=O)(=O)N2CCCCC2)ccc1Cl
→ -2 | -68 | -155 | -151 | -90 | -80 | -68 | -117 | -56
> CCOC(=O)C(=O)NC(C)CCc1ccccc1 (stereo not given)
→ -3 | -3 | 4 | -11 | -1 | 0 | 12 | 3 | 0
> Cc1cccc(NC(=O)CNC(=O)COC(=O)c2ccc(C(C)(C)C)cc2)c1C
→ -2 | 3 | 14 | 3 | 10 | 2 | 8 | 4 | .
> COC(=O)c1ccc(CSc2nc3c(cnn3-c3ccc(F)cc3)c(=O)[nH]2)o1
→ -3 | -3 | 6 | 7 | -3 | -5 | -6 | 2 | -32
> CCOc1ccc(CCNC(=O)c2cccc(S(=O)(=O)N3CCOCC3)c2)cc1OCC
→ -2 | 3 | -1 | 1 | 3 | -1 | -1 | -2 | 6
> CN(CC(=O)Nc1ccc(F)cc1)C(=O)c1ccccc1OCc1ccc(F)cc1
→ -3 | 11 | 10 | 12 | 2 | 2 | 8 | -9 | 0

Screening results: PubChem, The Scripps Research Institute Molecular Screening Center
